Screens as filed in PubChem BioAssay.
CHO parental Ca: signal in parental CHO cells, OX1R antagonist counter-screen. parental CHO-K1, ATP-induced calcium, Fluo-8 fluorescence. inhibition, % at 5.6 µM. 330,000 compounds, 0.63% hits. AID 463079;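 active = inhibition above that plate's mean sample inhibition plus 3 SD, cut at about 26% in these data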;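 also: 0% = ATP-challenged DMSO wells and 100% = DMSO wells without ATP; some compounds past the cut are filed as inactive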
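Test system: untransfected parental CHO cell line; also added: ATP stimulus; dosing: 5.6 µM, single dose; signal: calcium-sensitive Fluo-8 fluorescence; measure: percent inhibition of ATP-evoked calcium rise, normalized to controls; benchmarks: low control ATP plus DMSO, high control DMSO only; replication: one well per compound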
M1 PAM parental: nonselective activator or artifact in parental CHO-K1 calcium assay | activation, % at 3 µM | 360,000 compounds, 0.02% hits | ATP EC20, Fluo-8 calcium fluorescence; 0% at ATP EC20, 100% at ATP max;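 active = activation above the run cutoff, the mean activation of all test compounds plus 3 SD, cut at about 40% in these data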;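 also: peak over basal fluorescence ratio in a 140 s read after ATP addition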
M1 antag: antagonists of human M1 muscarinic receptor. P11229. CHO-K1 hM1, Fluo-8 calcium fluorescence, ACh EC80 antagonist. inhibition, % at 3 µM. 360,000 compounds, 1.3% hits;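 active = percent inhibition above its own plate's cutoff, namely the mean of that plate's compound wells plus 3 SD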;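 also: peak over basal fluorescence ratio during 140 s after agonist addition; 0% = ACh EC80 plus DMSO and 100% = DMSO alone without agonist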
Target sequence (P11229 whole entry, looked up): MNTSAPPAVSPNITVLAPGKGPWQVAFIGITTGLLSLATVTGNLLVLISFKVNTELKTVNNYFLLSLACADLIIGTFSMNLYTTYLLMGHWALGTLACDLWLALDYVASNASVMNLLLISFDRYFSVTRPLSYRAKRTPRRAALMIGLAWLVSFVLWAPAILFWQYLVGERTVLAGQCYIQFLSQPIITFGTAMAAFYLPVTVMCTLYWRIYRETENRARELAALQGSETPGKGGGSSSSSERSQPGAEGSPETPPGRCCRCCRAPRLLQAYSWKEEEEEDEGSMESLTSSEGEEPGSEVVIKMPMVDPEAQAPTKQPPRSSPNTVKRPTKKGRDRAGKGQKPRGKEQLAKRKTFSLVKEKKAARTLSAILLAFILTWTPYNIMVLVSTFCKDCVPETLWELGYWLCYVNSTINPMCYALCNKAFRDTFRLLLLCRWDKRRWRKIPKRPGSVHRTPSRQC
M1 PAM: human CHRM1 positive allosteric modulation; P11229; activation, % at 3 µM; 360,000 compounds, 0.088% hits; AID 588819; CHO-K1 hM1, Fluo-8 calcium fluorescence, ACh EC20; 0% = ACh EC20, 100% = maximal ACh; in the data active = activation above about 19%, passing the limit was not always enough
M1 ag: activates human CHRM1 receptor. P11229. CHO-K1 hM1, Fluo-8 calcium fluorescence, agonist mode; 0% DMSO, 100% acetylcholine EC100. activation, % at 3 µM. 360,000 compounds, 0.33% hits;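 active = activation above the run's mean compound activation plus 3 SD, cut at about 16% in these data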;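 also: peak over basal fluorescence ratio within a 140 s kinetic read after compound addition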
CHO-K1 Ca antag: counter-screen for M1 antagonists: effect in parental CHO-K1 cells; ATP-induced calcium, Fluo-8 fluorescence; inhibition, % at 3 µM; 360,000 compounds, 0.6% hits; AID 602250;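 active = inhibition above a per-plate cutoff, the plate's mean sample inhibition plus 3 SD, cut at about 24% in these data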;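 also: 0% = DMSO plus EC80 ATP and 100% = DMSO alone without ATP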
CHO-K1 Ca ag: nonselective activator or artifact in parental CHO-K1 cells; Fluo-8 calcium fluorescence; scaled to maximal ATP response, vehicle zero; activation, % at 3 µM; 360,000 compounds, 0.48% hits; in the data active = activation above about 15%;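 also: untransfected CHO-K1 host cells lacking M1 receptor as counterscreen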
TAAR1 ag: agonists of human TAAR1. CHO RD-HGA16 TAAR1, Fluo-8 calcium fluorescence; vehicle wells 0%, saturating PEA agonist 100%. activation, % at 3 µM. 360,000 compounds, 0.99% hits;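 active = activation above the mean activation of all test compounds in the run plus 3 SD, cut at about 38% in these data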
Target sequence (Q96RJ0 whole entry, looked up): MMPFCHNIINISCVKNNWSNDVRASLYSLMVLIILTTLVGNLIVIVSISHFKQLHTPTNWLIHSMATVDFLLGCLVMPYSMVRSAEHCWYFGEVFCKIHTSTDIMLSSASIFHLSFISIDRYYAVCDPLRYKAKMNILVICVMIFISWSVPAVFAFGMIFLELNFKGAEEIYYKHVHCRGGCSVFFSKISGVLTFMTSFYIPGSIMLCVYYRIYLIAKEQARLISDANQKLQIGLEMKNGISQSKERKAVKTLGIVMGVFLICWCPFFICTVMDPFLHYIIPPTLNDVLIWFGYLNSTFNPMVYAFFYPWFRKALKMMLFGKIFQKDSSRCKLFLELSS
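Test system: RD-HGA16 (CHO) cells co-expressing Gα16 and hTAAR1 / Benchmarks: DMSO vehicle as 0%, PEA at EC100 as 100% / Repeats: no replicates (n 1) / Measure: % activation from peak over basal fluorescence ratio, DMSO-to-PEA scaled / Timing: 17-24 h plating, Fluo-8 75 min 37 °C, 30 min RT / Technique: kinetic Fluo-8 calcium fluorescence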
TAAR1 antag: human TAAR1 antagonism | Q96RJ0 | CHO RD-HGA16 TAAR1, Fluo-8 calcium fluorescence, antagonist | inhibition, % at 3 µM | 360,000 compounds, 1.5% hits | AID 624466;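 active = inhibition above a per-plate cutoff, the mean inhibition of test compounds on that plate plus 3 SD, cut at about 49% in these data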;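 also: 0% = DMSO plus EC80 beta-PEA response and 100% = DMSO alone without agonist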
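Assay system: CHO-derived RD-HGA16 cells stably expressing human TAAR1 plus Gα16. Timing: 140 s kinetic read after compound, 140 s after agonist. Technique: kinetic Fluo-8 calcium fluorescence measurement. Measure: % inhibition of agonist calcium response.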
The depositor's hits bear a star; / = no result given.

smiles	TAAR1 ag	M1 antag	M1 PAM	CHO-K1 Ca ag	CHO-K1 Ca antag	TAAR1 antag	M1 ag	CHO parental Ca	M1 PAM parental
CC(=O)c1ccc(NC(=O)C(C)n2nc(-c3ccccc3)c3cc(Cl)ccc32)cc1 (stereo not drawn)	1.1	-13.6	16.1	-0.3	5.4	14.0	-1.3	11.8	7.6
Cc1cccc(N2CCN(S(=O)(=O)c3ccc4c(c3)NC(=O)C(C)S4)CC2)c1C (stereo not drawn)	-0.4	16.9	-5.0	1.5	-5.7	7.6	-2.8	-5.8	-9.3
CCOC(=O)N1CCN(C(=O)Cc2ccc(C)cc2)CC1	4.0	-7.0	9.4	-0.1	-10.2	-1.7	0.2	-10.4	14.8
Cc1cc(=O)oc2c3c(cc(OCC(=O)NCc4ccccc4)c12)OC(C)(C)CC3	2.7	6.3	-18.4	1.4	0.6	68.0*	-9.8	-16.0	-0.2
COc1ccc(CN2CCN(C(=O)c3cccs3)CC2)cc1Br	8.3	-7.7	2.6	2.7	-17.6	-4.8	-5.5	-8.5	14.3
Cc1noc(C)c1C(=O)Nc1nc(C23CC4CC(CC(C4)C2)C3)cs1	4.4	4.7	-1.1	2.6	-0.4	28.6	-3.7	-11.8	6.9
O=C(NCc1cccc(C(F)(F)F)c1)c1[nH]c(C(F)(F)F)nc1-c1ccccc1	/	-7.6	-5.4	5.7	20.5	/	7.4	/	-12.3
C[C@@]12C(=O)NCC(=O)N1[C@@H]1c3cc(Br)ccc3OC[C@@H]1[C@@H]2c1ccccc1	13.6	-7.8	2.9	0.0	-4.6	8.2	-3.0	-15.0	4.6
Clc1ccc(C2=NNC(=NCc3ccccc3)SC2)cc1	-1.0	-8.2	9.5	-0.3	-10.7	-20.9	-2.3	-9.4	7.7
Cc1[nH]n(-c2ccccc2)c(=O)c1/C=N/NC(=O)COc1ccccc1[N+](=O)[O-]	0.5	-0.2	1.0	0.5	1.6	2.1	-7.5	-7.6	14.4
Cc1ccccc1-n1c(C)cc(/C=C2\NC(=O)NC2=O)c1C	-1.1	-5.3	6.3	0.1	-1.2	-5.9	-7.2	-1.6	17.0
O=C(Nc1cccc(OC(F)(F)F)c1)c1cccc2c(-c3cccnc3)coc12	/	-10.8	5.8	0.2	-8.2	/	-3.7	/	-0.7
CCOCCc1c(O)nc(SCCOc2ccc(C)c(C)c2)[nH]c1=O	3.0	1.7	2.9	0.6	-13.6	-25.2	-3.5	-18.6	-7.9
Cc1ccc(S(=O)(=O)NCc2ccccc2)cc1C(=O)N(C)Cc1ccc(F)cc1	1.3	-12.9	12.9	3.4	-6.1	-5.8	0.0	-9.4	7.0
CCOc1ccc(/C(O)=C2\C(=O)C(=O)N(c3ccccn3)C2c2ccccc2F)c(C)c1 (stereo not drawn)	3.2	-18.6	7.2	0.5	-10.2	-30.6	-4.4	/	12.8
O=C(O)/C=C\C(=O)Nc1ccc(Oc2ccc(Br)cc2)cc1	6.0	-1.6	8.3	0.0	-3.5	-3.8	-6.0	6.3	16.8
S=C(NCCCN1CCOCC1)N1CCN(c2nc(-c3ccc(Cl)cc3)cs2)CC1	7.1	19.9	-11.7	4.5	6.1	41.0	-5.9	27.5	-2.0
CCOC(=O)C1(CCc2ccccc2)CCN(Cc2nccn2CC)CC1	6.9	1.3	-16.2	1.1	-3.9	-21.0	-10.1	-22.8	4.8
Cc1cccc(NC(=O)NCc2ccc3c(c2)OCO3)c1	3.1	-20.2	11.7	-0.2	6.3	0.8	-1.7	-8.2	9.6
COc1ccc(C(O)(C(C)C)C(CN2CCOCC2)c2ccccc2)cc1 (stereo not drawn)	6.8	-23.7	15.8	-0.6	-14.9	-17.1	-0.2	/	13.1
Cc1ccc(C(=O)Nc2ccccc2C(=O)NCc2ccco2)cc1	-0.6	-6.0	-2.5	0.7	-10.2	13.9	-3.4	-19.0	-4.3
CCOC(=O)N1CCN(C(=O)CN(c2cccc(C(F)(F)F)c2)S(=O)(=O)c2ccccc2)CC1	0.9	-13.6	13.6	0.2	-15.8	-30.0	10.6	-27.0	12.8
O=C(Cn1nnc2ccccc21)OCC(=O)c1ccc(Cl)c(Cl)c1	-3.8	-10.5	5.8	0.3	-8.4	-16.3	-2.1	-11.4	13.7
CC1=NOC(=O)/C1=C/c1ccc(-c2ccc(Cl)cc2)o1	/	21.0	-0.8	7.0	6.8	/	4.2	27.0	6.9
CS(=O)(=O)c1ccc(C(=O)OCc2nnc(-c3ccc(Cl)cc3)o2)cc1[N+](=O)[O-]	/	1.5	0.8	3.5	-2.9	/	-6.5	12.6	8.9
CCn1cc2nc(SCC(=O)Nc3ccc(OC)c(OC)c3)n(Cc3ccc(OC)cc3)c(=O)c2n1	-0.7	0.5	-0.4	0.3	-0.9	-6.0	-0.1	-19.4	-10.9
COc1ccc(CCNc2ncnc3c2c(C)c(C)n3CCCN(C)C)cc1OC	0.1	-9.9	0.3	1.3	-13.4	7.8	-8.2	-2.2	5.4
O=C(NNC1CC(=O)N(c2ccc3c(c2)OCCO3)C1=O)c1ccccc1 (stereo not drawn)	1.4	2.8	1.5	0.0	-1.5	-7.1	-0.4	0.5	18.3
CCn1c(N)nc2ccccc21	3.7	-7.6	8.8	1.6	-5.3	-13.0	-5.4	-13.2	14.7
CC(C)CCOc1ccc(C(=O)NCCC(=O)N2CCOCC2)cc1	4.8	3.8	-1.4	0.6	-12.7	8.4	-3.0	-4.5	-1.4
COc1ccc(/C=C/C(=O)NC(=S)NNC(=O)c2cc(OC)c(OC)c(OC)c2)cc1	9.7	-7.0	6.6	3.1	0.5	12.5	4.7	-20.1	0.6
CC1CCC(C(C)C)C(OC(=O)COC(=O)c2cccn2C)C1 (stereo not drawn)	5.7	-3.1	2.0	0.5	-8.3	36.4	-4.5	-12.4	13.5
COc1ccc(S(=O)(=O)N(C)c2ccc(C(=O)N3CCCC3)cc2)cc1OC	2.4	-14.4	12.9	2.5	5.0	-31.1	0.6	-2.6	-6.5
CC(Oc1ccccc1Cl)c1nnc(N)s1 (stereo not drawn)	2.6	-29.9	16.5	-0.2	15.0	10.4	2.1	-7.0	6.2
Cn1c(Cn2nnc3ccccc32)nnc1SCC(=O)Nc1nccs1	9.6	5.2	-1.0	0.0	11.5	-4.3	-4.2	-7.9	-12.3
C=CCOC(=O)C1=C(C)NC(=O)NC1c1ccc(O)cc1 (stereo not drawn)	2.6	-18.1	4.3	0.4	-5.2	-15.9	-2.8	/	12.7
COc1cc(/C=C\C(=O)NCc2ccc3[nH]c(C)cc3c2)cc(OC)c1OC	0.9	-11.3	8.0	0.7	-13.9	-13.9	-5.8	-14.8	12.7
O=C(Cc1cccc2ccccc12)Nc1cccnc1	2.6	12.1	-1.8	0.5	18.5	-5.3	-2.5	-8.2	-9.9
CCc1nc(SCc2cc(=O)[nH]c3ccccc23)c2c(C)c(C)sc2n1	-0.3	-15.6	9.9	0.6	-15.9	-25.6	-1.4	/	8.5
O=C(NCCc1ccccc1)C1CCN(S(=O)(=O)c2cccc3nsnc23)CC1	5.2	5.7	-0.6	1.4	-10.8	2.8	-2.4	-22.8	10.2
COc1ccc(OCCC(=O)OCC(=O)NC2CCCCC2)cc1	3.4	-11.7	1.6	-0.2	-4.7	-17.8	-2.1	-7.1	3.1
COc1ccc(S(=O)(=O)N2CCCCCC2)cc1C(=O)N(C)Cc1cccc(OC)c1OC	3.1	-2.2	7.9	1.8	15.7	3.1	0.1	-9.3	-22.8
Cc1nc2ccccc2nc(C)c1=NOCc1cccc(Cl)c1	-1.5	-1.4	2.2	0.2	0.0	1.8	-1.0	0.8	10.8
O=C(O)CSc1ccccc1C(=O)O	4.3	11.4	-3.1	-0.1	10.6	-10.4	-1.6	-6.8	-6.7

Part of the list above in order of molecular weight, highest first:
smiles	TAAR1 ag	M1 antag	M1 PAM	CHO-K1 Ca ag	CHO-K1 Ca antag	TAAR1 antag	M1 ag	CHO parental Ca	M1 PAM parental
COc1ccc(S(=O)(=O)N2CCCCCC2)cc1C(=O)N(C)Cc1cccc(OC)c1OC	3.1	-2.2	7.9	1.8	15.7	3.1	0.1	-9.3	-22.8
COc1ccc(/C=C/C(=O)NC(=S)NNC(=O)c2cc(OC)c(OC)c(OC)c2)cc1	9.7	-7.0	6.6	3.1	0.5	12.5	4.7	-20.1	0.6
O=C(NCCc1ccccc1)C1CCN(S(=O)(=O)c2cccc3nsnc23)CC1	5.2	5.7	-0.6	1.4	-10.8	2.8	-2.4	-22.8	10.2
COc1ccc(S(=O)(=O)N(C)c2ccc(C(=O)N3CCCC3)cc2)cc1OC	2.4	-14.4	12.9	2.5	5.0	-31.1	0.6	-2.6	-6.5
CCc1nc(SCc2cc(=O)[nH]c3ccccc23)c2c(C)c(C)sc2n1	-0.3	-15.6	9.9	0.6	-15.9	-25.6	-1.4	/	8.5
COc1cc(/C=C\C(=O)NCc2ccc3[nH]c(C)cc3c2)cc(OC)c1OC	0.9	-11.3	8.0	0.7	-13.9	-13.9	-5.8	-14.8	12.7
CC(C)CCOc1ccc(C(=O)NCCC(=O)N2CCOCC2)cc1	4.8	3.8	-1.4	0.6	-12.7	8.4	-3.0	-4.5	-1.4
COc1ccc(OCCC(=O)OCC(=O)NC2CCCCC2)cc1	3.4	-11.7	1.6	-0.2	-4.7	-17.8	-2.1	-7.1	3.1
Cc1nc2ccccc2nc(C)c1=NOCc1cccc(Cl)c1	-1.5	-1.4	2.2	0.2	0.0	1.8	-1.0	0.8	10.8
C=CCOC(=O)C1=C(C)NC(=O)NC1c1ccc(O)cc1 (stereo not drawn)	2.6	-18.1	4.3	0.4	-5.2	-15.9	-2.8	/	12.7
O=C(Cc1cccc2ccccc12)Nc1cccnc1	2.6	12.1	-1.8	0.5	18.5	-5.3	-2.5	-8.2	-9.9
CC(Oc1ccccc1Cl)c1nnc(N)s1 (stereo not drawn)	2.6	-29.9	16.5	-0.2	15.0	10.4	2.1	-7.0	6.2

Part of the list above, set out differently.
CCc1nc(SCc2cc(=O)[nH]c3ccccc23)c2c(C)c(C)sc2n1
  TAAR1 ag: -0.3
  M1 antag: -15.6
  M1 PAM: 9.9
  CHO-K1 Ca ag: 0.6
  CHO-K1 Ca antag: -15.9
  TAAR1 antag: -25.6
  M1 ag: -1.4
  CHO parental Ca: /
  M1 PAM parental: 8.5

COc1ccc(CN2CCN(C(=O)c3cccs3)CC2)cc1Br
  TAAR1 ag: 8.3
  M1 antag: -7.7
  M1 PAM: 2.6
  CHO-K1 Ca ag: 2.7
  CHO-K1 Ca antag: -17.6
  TAAR1 antag: -4.8
  M1 ag: -5.5
  CHO parental Ca: -8.5
  M1 PAM parental: 14.3
